S1P4 ag = human S1P4 receptor agonism | S1P4-expressing cell line, agonist reporter assay | AID 1509 | 220,000 compounds, 0.35% hits | O95977 | activation, % at 4.98 µM; in the data active = activation above about 11%;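 note: 0% = DMSO vehicle and 100% = reference agonist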
NPY2 pot ag = potentiates or activates human NPY-Y2 receptor. 220,000 compounds, 0.45% hits. P49146. activation, % at 3.6 µM. cells expressing NPY-Y2, potentiator/agonist read-out; in the data active = activation above about 27%;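 note: cells stimulated with NPY near EC25 plus isoproterenol at EC100; 0% = vehicle plus submaximal agonist and 100% = vehicle plus saturating agonist; some results beyond the cut were filed as inactive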
NPY-Y1 antag = blocks the human neuropeptide Y Y1 receptor. HEK293-CNG Y1 cells, membrane potential fluorescence; NPY at EC95, then isoproterenol. 200,000 compounds, 1% hits. AID 1040. inhibition, % at 3.6 µM. P25929;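 active = inhibition above the campaign mean inhibition of all tested compounds plus 3 SD, cut at about 20% in these data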;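 note: 0% = DMSO wells given NPY plus isoproterenol and 100% = isoproterenol alone without NPY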
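Test system: HEK293 cells co-expressing NPY Y1 receptor and cyclic-nucleotide gated channel; Also added: NPY (25 nM), isoproterenol (1 µM), Ro 20-1724 (25 µM); Compound dosing: one concentration, 3.6 µM, in 0.4% DMSO; Timing: dye 3 h, compound 60 min room temperature, stimulation 45 min; Technique: Membrane-potential fluorescent dye readout.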
zfTRPN1 agonist = agonists of zebrafish TRPN1 channel; 220,000 compounds, 0.18% hits; activation, % at 3 µM; HEK293 zebrafish TRPN1-YFP, Fluo-8 calcium fluorescence; 100% = response to 87 µM carbachol;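 active = activation above its plate's cutoff, the mean activation of test wells on that plate plus 3 SD, cut at about 19% in these data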;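 note: 0% = DMSO alone and 100% = 87 µM carbachol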
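Control set: carbachol 87 µM as high control, DMSO as low control; system: HEK293 stable line with zebrafish TRPN1-YFP; read-out: % activation versus carbachol response; detection: intracellular calcium fluorescence with Fluo-8; doses: single test compound dose, 3 µM nominal, 0.3% DMSO; schedule: dye 1 h 37 °C plus 30 min RT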
TRPML3 ag = human mucolipin-3 channel agonism. 220,000 compounds, 0.29% hits. Q8TDD5. AID 1448. HEK293 TRPML3-YFP, Fluo-8 calcium fluorescence; 100% = the carbachol control signal. activation, % at 3 µM;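 active = activation above its plate's cutoff, the mean activation of the plate's test wells plus 3 SD, cut at about 12% in these data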;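 note: 0% = DMSO only wells and 100% = carbachol wells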
Target sequence (Q8TDD5 whole entry, looked up): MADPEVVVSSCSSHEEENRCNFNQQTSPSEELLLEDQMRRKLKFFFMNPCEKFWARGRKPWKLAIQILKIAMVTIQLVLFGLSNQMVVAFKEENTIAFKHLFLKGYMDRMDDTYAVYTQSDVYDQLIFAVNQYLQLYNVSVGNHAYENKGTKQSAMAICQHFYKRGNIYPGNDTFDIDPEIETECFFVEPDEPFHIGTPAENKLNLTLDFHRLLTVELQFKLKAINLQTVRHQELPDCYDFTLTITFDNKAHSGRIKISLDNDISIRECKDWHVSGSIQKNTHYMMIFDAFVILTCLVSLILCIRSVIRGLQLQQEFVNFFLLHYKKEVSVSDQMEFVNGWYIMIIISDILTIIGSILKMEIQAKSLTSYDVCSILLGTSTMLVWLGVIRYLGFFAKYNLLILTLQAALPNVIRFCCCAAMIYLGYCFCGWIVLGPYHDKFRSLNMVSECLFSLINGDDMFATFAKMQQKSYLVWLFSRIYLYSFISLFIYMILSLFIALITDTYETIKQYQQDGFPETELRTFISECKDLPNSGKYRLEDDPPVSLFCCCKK
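Test system: TRPML3-YFP stable HEK293 cells. Doses: single point at 3 µM. Incubation: dye loading 1 h 37 °C then 30 min ambient, 125 s read. Signal: Fluo-8 calcium dye fluorescence, ex 470-495, em 515-575 nm. Measure: percent activation from peak-to-basal fluorescence ratio, scaled between DMSO and carbachol.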
S1P4 antagonist = antagonists of human S1P4 receptor; 220,000 compounds, 0.26% hits; inhibition, % at 4.98 µM; S1P4-expressing cells, antagonist mode, reporter read-out; O95977; AID 1510; in the data active = inhibition above about 29%;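 note: 0% = wells stimulated with agonist and 100% = vehicle wells without agonist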
EP2 mod = modulators of human EP2 prostaglandin E2 receptor | induction, % at 25 µM | 260,000 compounds, 0.83% hits | AID 940 | EP2-expressing cells, cAMP HTRF FRET, PGE2 co-stimulation | P43116;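 active = compounds whose cAMP rise, as percent of the full-agonist control response, exceeds 60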;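 note: rat C6 glioma line stably carrying human EP2 under a CMV promoter; the protocol text gives 20 µM as final concentration; 100% = response of wells given 1 µM PGE2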
Target sequence (P43116 whole entry, looked up): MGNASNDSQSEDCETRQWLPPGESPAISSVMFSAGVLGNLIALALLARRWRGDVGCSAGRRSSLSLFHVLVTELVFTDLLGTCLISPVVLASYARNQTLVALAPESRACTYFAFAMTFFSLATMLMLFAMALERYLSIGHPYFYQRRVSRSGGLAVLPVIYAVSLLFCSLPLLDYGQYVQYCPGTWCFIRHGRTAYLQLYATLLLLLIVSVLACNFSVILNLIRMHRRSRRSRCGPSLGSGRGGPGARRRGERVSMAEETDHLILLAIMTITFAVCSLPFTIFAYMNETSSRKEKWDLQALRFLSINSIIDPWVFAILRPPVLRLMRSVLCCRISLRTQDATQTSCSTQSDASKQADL
CHOP inh = inhibitors of CHOP induction in ER stress response; 220,000 compounds, 3.8% hits; AID 2732; inhibition, % at 10 µM; CHO-K1 CHOP-promoter luciferase, tunicamycin-induced, 15-18 h;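 active = compounds that reduced the stress-induced luciferase reporter signal by more than about 70% of percent inhibition, limit read from the data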;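 note: 0% = tunicamycin plus vehicle and 100% = wells without tunicamycin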
NPY1 pot ag = potentiates or activates human NPY-Y1 receptor; P25929; NPY-Y1 expressing cells, potentiator/agonist activation; activation, % at 3.6 µM; 220,000 compounds, 0.37% hits; in the data active = activation above about 33%, passing the limit was not always enough;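 note: cells stimulated with NPY at EC10 then isoproterenol at EC100; 0% = low agonist plus stimulus and 100% = saturating agonist plus stimulus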
* marks the source's active call; other numbers are inactive results; nt = no result given; & = joins results of further samples. Hits appear at their usual frequency; any-hit rate near 6.5%.

SMILES | S1P4 ag | NPY2 pot ag | NPY-Y1 antag | zfTRPN1 agonist | TRPML3 ag | S1P4 antagonist | EP2 mod | CHOP inh | NPY1 pot ag
CCOC(=O)Cc1csc(NC(=O)CCS(=O)(=O)Cc2ccccc2)n1 | 3.6 | 11 | -3 | 1.0 | 0.8 | -15 | 1 | 49 | -14
Cc1ccc(Cl)cc1N(CC(=O)NC1CCCCC1)S(C)(=O)=O | 0.9 | 17 | 10 | 1.0 | 0.5 | 0 | -35 | -28 | 19
O=C(Nc1ccc(-c2csc(-c3ccccc3)n2)cc1)c1ccccc1Cl | 1.8 | -6 | 3 | 1.3 | 0.5 | 0 | -32 | 30 | -8
Cc1nn(C(=O)C2CC2)c(C)c1Sc1ccc(Cl)cc1 | -1.0 | -12 | -1 | 0.0 | 0.0 | -28 | 30 | 4 | -15
Cc1cccc(NC(=O)NC2CC3CCC(C2)N3Cc2ccco2)c1 (stereo not given) | -1.7 | -14 | 6 | 0.5 | 0.8 | -1 | -65&0 | -8 | 4
CCSc1nnc(NC(=O)c2cccnc2Cl)s1 | 3.3 | -15 | -2 | 0.0 | 0.5 | -36 | 26 | 26 | -11
O=[N+]([O-])c1cccc(OCc2cn3cccnc3n2)c1 | 1.5 | 8 | 0 | 1.9 | 0.3 | -5 | -63 | 0 | 0
O=C(CN(Cc1ccc(F)cc1)C(=O)CCC(=O)Nc1ccccn1)NCc1ccco1 | -0.4 | -16 | 1 | 0.0 | 0.2 | -1 | 32&11 | 3 | 3
Cc1cc(C)nc(NC(=O)c2cc([N+](=O)[O-])cc([N+](=O)[O-])c2)n1 | 0.1 | 10 | -1 | 1.7 | 0.7 | -18 | 10 | -12 | -6
O=C(NC(Cc1ccccc1)C(=O)O)/C(=C/c1ccccc1)NC(=O)c1cccc(Br)c1 (stereo not given) | 0.2 | -18 | 3 | 0.5 | 0.4 | -4 | 10 | -4 | -3
COc1ccc(NC(=S)N(Cc2ccc(Cl)cc2)Cc2ccc(C(=O)O)cc2)cc1Cl | 1.0 | 13 | -4 | -0.2 | -0.5 | 8 | -40 | 16 | 3
CCCN(CCC)C(=O)CC(c1ccccc1)c1cc(C)ccc1O (stereo not given) | 51* | -10 | 5 | -1.5 | -0.9 | -8 | 51 | 30 | 10
N#CCc1nn(-c2ccc(Cl)cc2)c(N)c1C#N | 1.6 | 12 | 0 | 0.3 | 0.7 | -19 | 13 | 10 | 4
Cc1cccc(Oc2ccccc2NC(=O)c2cnccn2)c1 | 2.4 | -18 | 4 | 1.0 | 0.2 | 21 | 61* | 99* | -2
C=CCNS(=O)(=O)c1ccc(OCC(=O)OC)cc1 | 0.9 | 8 | 3 | 0.5 | -0.3 | -11 | 4 | 21 | -9
COc1cccc(C(=O)Nc2ccc3c(c2)C(=O)c2ccccc2C3=O)c1 | 1.7 | -16 | 2 | -0.3 | 0.5 | -14 | -13 | 12 | -26
CCN(CC)S(=O)(=O)c1ccc(/C=C/C(=O)OCC(=O)N(C)C)cc1 | 2.9 | 11 | 2 | -0.5 | 1.7 | -3 | -15 | 1 | 10
CCOC(=O)N1CCN(C(=O)c2ccc(-n3c(=S)[nH]c4ccccc4c3=O)cc2)CC1 | 3.0 | 19 | -2 | -1.8 | -0.5 | -22 | 5 | 19 | 0
Cc1cnc(C)c(N2CCN(Cc3nc(-c4ccc(C)o4)oc3C)CC2)n1 | -0.5 | -15 | -3 | 0.1 | 0.6 | 9 | 9 | 17 | -10
O=C(COC(=O)CNC(=O)c1ccccc1)Nc1ccc2c(c1)OCO2 | 0.4 | -18 | -7 | -0.3 | 0.0 | -15 | 11 | 26 | 8

Not a retest: two of the compounds above.
SMILES | S1P4 ag | NPY2 pot ag | NPY-Y1 antag | zfTRPN1 agonist | TRPML3 ag | S1P4 antagonist | EP2 mod | CHOP inh | NPY1 pot ag
CCOC(=O)Cc1csc(NC(=O)CCS(=O)(=O)Cc2ccccc2)n1 | 3.6 | 11 | -3 | 1.0 | 0.8 | -15 | 1 | 49 | -14
Cc1ccc(Cl)cc1N(CC(=O)NC1CCCCC1)S(C)(=O)=O | 0.9 | 17 | 10 | 1.0 | 0.5 | 0 | -35 | -28 | 19

Next part.
SMILES | S1P4 ag | NPY2 pot ag | NPY-Y1 antag | zfTRPN1 agonist | TRPML3 ag | S1P4 antagonist | EP2 mod | CHOP inh | NPY1 pot ag
CC(C)(C)OC(=O)N1CCC(CNC(=O)c2cccs2)CC1 | -0.3 | 7 | nt | 1.2 | 0.4 | 2 | 29 | 23 | -1
Cc1ccc(CNC(=O)c2ccc(OCC3CCCO3)cc2)cc1 (stereo not given) | -0.4 | -20 | 5 | 0.7 | 0.1 | -31 | -5 | 1 | -9
CCCNC(=O)C(=O)NCc1ccccn1 | -0.9 | -8 | -4 | -0.6 | 0.6 | -10 | -1&-11 | 14 | -2
Cc1ccccc1/C(N)=N/OC(=O)c1ccc(F)cc1 | 0.7 | -9 | 6 | 1.0 | 0.9 | 1 | -17 | 13 | 2
O=C1CN(C(=O)COC(=O)/C=C/c2ccc(OC(F)F)cc2)c2ccccc2N1 | -1.2 | 1 | -5 | -0.9 | 1.5 | 8 | -2 | -1 | -13
CCCCNC(=O)CSc1nc2ccc(NC(=O)CSc3nnc(N)s3)cc2s1 | 0.4 | 0 | -2 | 0.0 | 0.5 | -2 | 3 | -12 | -29
C=C(C)Cn1c(C2CC(=O)N(c3ccccc3F)C2)nc2ccccc21 (stereo not given) | 1.0 | -1 | 5 | 0.7 | 0.3 | 6 | -4 | -9 | 2
COc1cccc(OC)c1C(=O)N1CCN=C1SCc1cccnc1 | 0.6 | -1 | 1 | -0.6 | 0.0 | 1 | -8 | 11 | 0
COc1ccc(NC(=O)c2c([N+](=O)[O-])c(C(C)(C)C)nn2C)cc1 | 1.2 | -2 | nt | 2.0 | 0.4 | 1 | 2 | 27 | 8
O=C(COc1ccccc1)N1CCN(S(=O)(=O)c2ccc(Cl)cc2)CC1 | -0.3 | 10 | -3 | 0.7 | 0.8 | -4 | -9 | 19 | -3
Cc1ccc(N2C(=O)[C@@H]3C(c4ccc(F)cc4)=NO[C@@H]3C2=O)cc1 | -2.4 | 12 | -1 | 0.3 | 0.9 | -8 | 18 | 26 | 12
COC(=O)c1cc(NC(=O)c2cccc(C(F)(F)F)c2)c(=O)oc1C/C=N/OCc1cccc(Cl)c1Cl | -4.0 | 5 | 2 | 0.3 | 0.5 | -1 | -13 | 30 | 5
Cc1ccc(CNCC(O)(c2ccc(F)cc2)c2ccc(F)cc2)cc1 | -3.0 | -31 | 23* | -0.1 | 2.2 | -20 | 12 | 86* | -59
O=C(CCCCn1c(=O)c2ccccc2n(Cc2ccc(F)cc2Cl)c1=O)NCc1ccco1 | 1.6 | 0 | 8 | -1.7 | -0.8 | -8 | 11 | -190 | -27
Cc1ccc(C(=O)NC2CC3CCC(C2)N3Cc2ccco2)cc1 (stereo not given) | -1.7 | -14 | 6 | -0.3 | 1.2 | 8 | -19 | 14 | -15
CC(=O)c1ccc(N2CCC(c3cc(-c4ccc(Cl)cc4)n[nH]3)CC2)c([N+](=O)[O-])c1 | -2.0 | 25 | -12 | 1.1 | 0.2 | 2 | -93 | 61 | 8
Cc1c(C)c2cc(Cl)c(O)c(CN(C)C)c2oc1=O | 4.6 | 19 | 3 | 0.5 | 0.4 | 3 | 13 | 1 | -27
O=C1c2ccccc2C(=O)N1CCCOc1ccccc1 | 2.1 | -6 | 2 | -1.4 | -0.9 | -5 | 0 | 13 | -27
CC(Sc1nnnn1C)C(=O)Nc1ccc(N2CCOCC2)cc1 (stereo not given) | -0.6 | 7 | -4 | 0.5 | 1.3 | -12 | 27 | -15 | 21
CCOc1cc2[nH]c(=S)n(CCCN3CCCC3=O)c(=O)c2cc1OCC | 1.0 | 2 | 0 | -0.9 | 0.0 | -30 | -11 | 3 | 6
CN1CCN(CCc2cn3ncc(C#N)c3nc2-c2ccc(F)cc2)CC1 | -1.5 | -5 | -4 | 0.4 | 0.3 | -6 | 0 | -8 | -3
CC(=O)c1ccc(N2CCN(C(=O)CCCn3c(=O)[nH]c4ccccc4c3=O)CC2)cc1 | -0.1 | -5 | -4 | 0.9 | 3.0 | -5 | -61 | -8 | 1
CCCn1cc(CN2CCC(Cc3ccccc3)(C(=O)OCC)CC2)c(C)n1 | 0.8 | 11 | 6 | 0.4 | 3.2 | -3 | 10 | 0 | 0
COc1cc(C#N)ccc1OCC(=O)Nc1cccc(S(=O)(=O)N2CCCC2)c1 | -1.6 | -14 | -2 | 2.2 | 1.0 | 10 | -27 | 14 | -7
Cc1cccc(OCc2nnc(SCC(=O)N3c4ccccc4CC3C)n2C)c1C (stereo not given) | 0.8 | -2 | 7 | -1.2 | -0.1 | -8 | -22 | 14 | -25
COc1ccc(C2CC(c3ccccc3)=NN2C(=O)COC(=O)C2(C)CC2(Cl)Cl)cc1 (stereo not given) | 1.1 | -13 | 7 | 1.9 | 0.8 | 15 | 47 | 13 | -10
CCCCNC(=S)Nc1ccc(SC(F)F)cc1 | 2.9 | 12 | -1 | 14 | 7.6 | -19 | -49 | 5 | 9
Cc1nn(C)c2c(=O)c(=O)c2n(C)[nH]1 | 0.0 | 8 | nt | 1.2 | 0.9 | 7 | 31 | -10 | 13
COc1ncnc2c1sc1nc(-c3ccccc3)c3c(c12)CCCC3 | 1.5 | -9 | -2 | 0.8 | 1.9 | -21 | 28 | 31 | -17
O=C(NCc1ccccc1)c1ccc2c(=O)n(CC3CCCO3)c(=S)[nH]c2c1 (stereo not given) | 0.7 | -1 | 0 | 0.9 | 0.7 | -22 | 8 | 15 | -5
COc1cccc(NC(C(=O)Nc2cccc(C(C)=O)c2)c2ccccc2)c1 (stereo not given) | 14* | 5 | 9 | -0.9 | -0.3 | -15 | 2 | 12 | -7
COCCNC(=O)CCCn1c(=O)c2cc(OC)c(OC)cc2n(CC(=O)Nc2ccccc2OC)c1=O | 0.8 | -6 | 21* | 1.2 | 1.3 | 14 | -11 | -6 | -5
O=C1CCCN1CCCNC(=S)Nc1ccc(Cl)cc1Cl | 0.1 | -7 | -1 | 1.0 | 0.7 | -37 | 8 | 3 | 9
CN1CCN(c2ccc(Cl)cc2NC(=O)CCN2C(=O)c3ccccc3C2=O)CC1 | -0.9 | -22 | 3 | 0.6 | 0.2 | 0 | -15 | 9 | -11
Cc1ccc(C)c(C(=O)CCC(=O)NCc2ccc(Cl)cc2)c1 | 4.2 | -2 | 7 | -2.8 | -1.6 | -27 | 12 | 5 | 1
COc1cccc(CNn2c(-c3cccc(C)c3)nc3ccccc3c2=O)c1O | 1.2 | -19 | 12 | -1.6 | 0.0 | -12 | 21 | 55 | -23
CCn1cc(C(=O)N2CCN(c3ccccn3)CC2)c2cc(OC)c(OC)cc2c1=O | -1.6 | 2 | 0 | 1.7 | 0.6 | -11 | 15 | -28 | -3
Cc1cc(C)c(NC(=O)CS(=O)CC(=O)N2CCN(c3ccccc3)CC2)c(C)c1 (stereo not given) | -0.6 | -15 | 3 | -1.0 | 0.3 | -26 | -1 | 4 | -3
